Compound activity (PubChem BioAssay)
ABCB6 inh MLPCN – ABCB6 transporter inhibitors, primary screen, K562-ABCB6 cells, flow cytometry, MLPCN library; ATP-binding cassette sub-family B member 6 (Homo sapiens), Q9NP58; K562-ABCB6 porphyrin accumulation, 1 h; stronger effect = lower value; fluorescence ratio to DMSO, % at 10 µM; actives 0.19% (n = 360,000);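 active means fluorescence ratio to DMSO below 75%, the collection mean minus 3 SD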;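 further: signal is porphyrin accumulated inside mitochondria; 100% equals median channel fluorescence of DMSO control wells; lower ratio means ABCB6 inhibition with less porphyrin fluorescence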
Target sequence (Q9NP58 whole entry, looked up): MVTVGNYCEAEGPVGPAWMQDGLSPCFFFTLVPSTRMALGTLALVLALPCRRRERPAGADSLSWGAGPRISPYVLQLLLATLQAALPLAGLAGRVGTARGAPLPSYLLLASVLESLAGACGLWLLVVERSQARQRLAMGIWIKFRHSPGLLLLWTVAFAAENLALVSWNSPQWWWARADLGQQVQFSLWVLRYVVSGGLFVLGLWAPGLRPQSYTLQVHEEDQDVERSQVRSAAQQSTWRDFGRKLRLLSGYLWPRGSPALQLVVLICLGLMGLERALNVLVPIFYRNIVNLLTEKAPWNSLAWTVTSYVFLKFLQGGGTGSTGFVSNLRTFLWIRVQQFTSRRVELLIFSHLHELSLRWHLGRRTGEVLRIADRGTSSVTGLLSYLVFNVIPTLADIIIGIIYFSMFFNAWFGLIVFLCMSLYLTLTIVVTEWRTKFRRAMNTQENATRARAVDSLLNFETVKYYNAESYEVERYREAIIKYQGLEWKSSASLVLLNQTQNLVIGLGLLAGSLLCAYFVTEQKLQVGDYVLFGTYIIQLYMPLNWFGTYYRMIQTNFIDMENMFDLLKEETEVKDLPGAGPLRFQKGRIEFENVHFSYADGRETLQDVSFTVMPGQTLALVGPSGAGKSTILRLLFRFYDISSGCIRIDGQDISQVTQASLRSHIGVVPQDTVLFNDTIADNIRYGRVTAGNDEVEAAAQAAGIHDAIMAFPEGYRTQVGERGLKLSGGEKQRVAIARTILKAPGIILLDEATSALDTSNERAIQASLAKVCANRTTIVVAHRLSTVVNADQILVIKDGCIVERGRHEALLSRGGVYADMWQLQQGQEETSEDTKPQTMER
MC4R ag barr – MC4R agonists recruiting beta-arrestin, primary screen, cell-based, luminescence, agonist arm of biased-ligand search; Melanocortin receptor 4 (Homo sapiens), P32245; actives 0.98% (n = 360,000); activation, % at 8.9 µM; U2OS MC4R beta-arrestin complementation; percent of melanotan II response, DMSO zero;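 active means activation above a per-plate cutoff, the mean activation of sample wells on that plate plus 3 SD, cut at about 8% in these data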
Granule exo inh – LAMP-1 surface exposure blockers, TALL-104 cells – cell-based, flow cytometry, MLPCN library, primary screen. TALL-104 LAMP-1 surface exposure; cells stimulated with thapsigargin and PMA. inhibition, % at 10 µM. actives 0.66% (n = 360,000). AID 651702, 2012;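 active means inhibition above about 55%, limit read from the data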
NOD2-RIPK2 inh – NOD2-RIPK2 binding disruptors in cells, primary screen, fluorescence, CHO cells, BLA complementation | CCF4 ratio | actives 0.38% (n = 360,000) | AID 624267, 2012 | Receptor-interacting serine/threonine-protein kinase 2 (Homo sapiens), O43353 | inhibition, % at 4.98 µM; in the data active means inhibition above about 21%;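 further: 0% = vehicle only and 100% = reference blocker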
aDG glyco act – activators of alpha-DG glycosylation, primary screen, uHTS, Pro5-aDG cells, AlphaScreen. alpha-DG glycosylation AlphaScreen (IIH6); 0% Pro5, 100% B10-LARGE cell signal. activation, % at 10 µM. actives 0.22% (n = 360,000);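 active means activation of at least 8% versus controls, or a plate z-score of at least 8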;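 further: Pro5 are CHO cells carrying HIG-tagged alpha-DG that lacks glycosylation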
N-glyco inh – increase of ERlucT glycosylation luciferase signal, primary screen, N-linked glycosylation inhibitor project, D54 ERlucT cells, luminescence, set 2. D54 ERlucT glycosylation luciferase reporter, 24 h; percent of 100 nM tunicamycin response. reporter increase, % at 12.5 µM. actives 0.23% (n = 360,000). AID 588692, 2011;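 active means mean luciferase reporter signal, scaled so untreated is 0 and the glycosylation-blocking control 100, at or above a set limit in every replicate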;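 further: luciferase carries N-glycosylation sites so blocking glycosylation raises the light; 0% = median of neutral control wells and 100% = median of 100 nM tunicamycin wells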
MC4R antag cAMP – MC4R antagonists of cAMP signaling, primary screen, cell-based, TR-FRET, antagonist arm of biased-ligand search; Melanocortin receptor 4 (Homo sapiens), P32245; actives 0.48% (n = 360,000); inhibition, % at 6.5 µM; MC4R-expressing cells, MTII-stimulated cAMP, LANCE TR-FRET;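 active means inhibition above its plate's cutoff, the mean of tested wells on that plate plus 3 SD, cut at about 29% in these data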;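 further: 0% = Melanotan II alone and 100% = Melanotan II plus saturating MCL0020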
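material = U2OS cells stably expressing human melanocortin 4 receptor (MC4R) | also added = Melanotan II challenge | dosing = single nominal compound dose of 6.5 µM | detection = TR-FRET with Eu-cAMP and labeled anti-cAMP, 671 nm | replication = singlicate | timing = compound 30 min, challenge 1 h, detection 1 h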
Vif imaging – HIV Vif self-association inhibitors, primary screen, imaging, HEK293T, single point; AID 602346, 2012; HEK293T cells, Vif self-association by quenched fluorescence, 24 h; actives 0.35% (n = 340,000); inhibition, % at 7.49 µM; in the data active means inhibition above about 50%, passing the limit was not always enough; further: some results filed as inactive read as strong as hits
ABHD5-PLIN5 inh – ABHD5-PLIN5 interaction inhibitors, primary screen, cell lysate, split luciferase complementation, luminescence; Perilipin-5 (Homo sapiens) + 1-acylglycerol-3-phosphate O-acyltransferase ABHD5 (Homo …; Split G. princeps luciferase complementation, 4 h; inhibition, % at 4 µM; actives 0.78% (n = 360,000);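 active means inhibition above the mean inhibition across every tested compound plus 3 SD, cut at about 22% in these data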;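 further: 0% = DMSO only wells and the 100% control is not disclosed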
TLR9-MyD88 inh – inhibitors of TLR9-MyD88 association in cells, primary screen, cell-based, CHO, BLA complementation, fluorescence. Toll-like receptor 9 (Homo sapiens) + Myeloid differentiation primary response protein …. CCF4 FRET ratio. inhibition, % at 4.98 µM. actives 0.21% (n = 340,000);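 active means inhibition above the mean over all tested compounds plus 3 SD, cut at about 21% in these data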;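 further: 0% = DMSO only wells and 100% = clavulanate BLA inhibitor control wells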
An asterisk follows results filed as active. These rows are one share of the data (hit frequency here may not be typical).

CCCCC1=CC2=CC(=O)C(C)(OC(=O)CC)C(=O)C2=CN1CCc1ccccn1 (stereo not given) was read as ABCB6 inh MLPCN 101, MC4R ag barr -1.1, Granule exo inh -3, NOD2-RIPK2 inh -15, aDG glyco act -0.2, N-glyco inh 5, MC4R antag cAMP 3, ABHD5-PLIN5 inh -5 and TLR9-MyD88 inh -8.
`NS(=O)(=O)c1ccc(CCNC(=O)NC2CCCCC2)cc1` gave ABCB6 inh MLPCN 97, MC4R ag barr 2.5, Granule exo inh -2, NOD2-RIPK2 inh -5, aDG glyco act 0.0, N-glyco inh 0, MC4R antag cAMP 7, Vif imaging -4, ABHD5-PLIN5 inh -4 and TLR9-MyD88 inh 5.
CCNC(=O)NC(=O)C(C)OC(=O)c1ccc(-n2nc(SC)sc2=S)cc1 (stereo not given) was read as ABCB6 inh MLPCN 96, MC4R ag barr 3.4, Granule exo inh -2, NOD2-RIPK2 inh -3, aDG glyco act -0.2, N-glyco inh -1, MC4R antag cAMP 20, Vif imaging -7, ABHD5-PLIN5 inh 1 and TLR9-MyD88 inh -4.
CC1CN(C(=O)CSc2nnc(-c3ccc(Cl)cc3)n2C)CC(C)O1 (stereo not given) was read as ABCB6 inh MLPCN 99, MC4R ag barr -2.0, Granule exo inh 8, NOD2-RIPK2 inh -8, aDG glyco act -0.1, N-glyco inh 0, MC4R antag cAMP -2, Vif imaging 0, ABHD5-PLIN5 inh -1 and TLR9-MyD88 inh 8.
For c1ccc(C(c2ccccc2)N2CCN(Cc3nc(-c4cnccn4)no3)CC2)cc1 the results were ABCB6 inh MLPCN 100, MC4R ag barr -0.1, Granule exo inh 1, NOD2-RIPK2 inh -2, aDG glyco act -0.1, N-glyco inh -1, MC4R antag cAMP 9, Vif imaging -6, ABHD5-PLIN5 inh 0 and TLR9-MyD88 inh -6.
CCC(C(=O)OC)n1cnc2scc(-c3ccc(C)cc3)c2c1=O (stereo not given) was read as ABCB6 inh MLPCN 116, MC4R ag barr -1.2, Granule exo inh 2, NOD2-RIPK2 inh -25, aDG glyco act 0.3, N-glyco inh 0, MC4R antag cAMP 16, Vif imaging 9, ABHD5-PLIN5 inh 3 and TLR9-MyD88 inh -14.
CCCNC(=O)C1(C)CCN(Cc2csc(-c3ccc(Cl)cc3)n2)C1 (stereo not given) was read as ABCB6 inh MLPCN 106, MC4R ag barr -0.8, Granule exo inh 7, NOD2-RIPK2 inh -3, aDG glyco act 0.5, N-glyco inh -1, MC4R antag cAMP 3, Vif imaging -3 and ABHD5-PLIN5 inh 4.
Screening C#Cc1cccc(Nc2nc(NC(C)C)nc3ccsc23)c1 returned ABCB6 inh MLPCN 97, MC4R ag barr -0.2, Granule exo inh -8, NOD2-RIPK2 inh -8, aDG glyco act 0.6, N-glyco inh -3, MC4R antag cAMP 10, Vif imaging -1 and ABHD5-PLIN5 inh 1.
COC(=O)c1[nH]c2ccc(C)cc2c1NC(=O)CN1CCN(c2ccc(F)cc2)CC1 was read as ABCB6 inh MLPCN 91, MC4R ag barr 2.0, Granule exo inh 1, NOD2-RIPK2 inh 4, aDG glyco act 1.8, N-glyco inh -4, MC4R antag cAMP -16, Vif imaging -16, ABHD5-PLIN5 inh 3 and TLR9-MyD88 inh 3.
For COc1ccc(CN2CC(C(=O)NCCCN3CCCCCC3)CC2=O)cc1 (stereo not given) the results were ABCB6 inh MLPCN 103, MC4R ag barr -0.5, Granule exo inh 3, NOD2-RIPK2 inh -3, aDG glyco act 0.4, N-glyco inh 1, MC4R antag cAMP 5, Vif imaging -21, ABHD5-PLIN5 inh 3 and TLR9-MyD88 inh 5.
CCOc1ccc(S(=O)(=O)N(CC(N)=O)c2ccc(C)cc2)cc1 was read as ABCB6 inh MLPCN 86, MC4R ag barr -2.7, Granule exo inh -1, NOD2-RIPK2 inh -7, aDG glyco act -0.1, N-glyco inh -1, MC4R antag cAMP 0, Vif imaging 7, ABHD5-PLIN5 inh 2 and TLR9-MyD88 inh 3.
`COc1cc(C(=O)NCC(=O)OC(C)C(=O)Nc2ncc(Cl)cc2Cl)cc(OC)c1OC` (stereo not given) gave ABCB6 inh MLPCN 94, MC4R ag barr -2.1, Granule exo inh 1, NOD2-RIPK2 inh -11, aDG glyco act 0.3, N-glyco inh 1, MC4R antag cAMP 0, Vif imaging 0, ABHD5-PLIN5 inh -2 and TLR9-MyD88 inh 5.
For Cc1nc(N2CCN(c3ccccn3)CC2)c2c(C)c(C(=O)N3CCN(c4ccc(F)cc4)CC3)sc2n1 the results were ABCB6 inh MLPCN 95, MC4R ag barr 0.9, Granule exo inh 36, NOD2-RIPK2 inh 11, aDG glyco act -0.1, N-glyco inh -2, MC4R antag cAMP 2, Vif imaging -10, ABHD5-PLIN5 inh 1 and TLR9-MyD88 inh -5.
Screening CC1CN(C(=O)COC(=O)c2cc(=O)[nH]c3ccccc23)CC(C)O1 (stereo not given) returned ABCB6 inh MLPCN 99, MC4R ag barr -1.1, Granule exo inh 6, NOD2-RIPK2 inh 2, aDG glyco act -0.1, N-glyco inh 0, MC4R antag cAMP -1, Vif imaging 8, ABHD5-PLIN5 inh 3 and TLR9-MyD88 inh 5.
`O=C(NNC(=S)Nc1ccccc1Cl)c1ccccc1` gave ABCB6 inh MLPCN 95, MC4R ag barr -5.2, Granule exo inh 1, NOD2-RIPK2 inh -6, aDG glyco act 0.0, N-glyco inh -3, MC4R antag cAMP 4, Vif imaging -3, ABHD5-PLIN5 inh -3 and TLR9-MyD88 inh 6.

Nothing new here: entries from further up.
CCCCC1=CC2=CC(=O)C(C)(OC(=O)CC)C(=O)C2=CN1CCc1ccccn1 (stereo not given) was read as ABCB6 inh MLPCN 101, MC4R ag barr -1.1, Granule exo inh -3, NOD2-RIPK2 inh -15, aDG glyco act -0.2, N-glyco inh 5, MC4R antag cAMP 3, ABHD5-PLIN5 inh -5 and TLR9-MyD88 inh -8.
`NS(=O)(=O)c1ccc(CCNC(=O)NC2CCCCC2)cc1` gave ABCB6 inh MLPCN 97, MC4R ag barr 2.5, Granule exo inh -2, NOD2-RIPK2 inh -5, aDG glyco act 0.0, N-glyco inh 0, MC4R antag cAMP 7, Vif imaging -4, ABHD5-PLIN5 inh -4 and TLR9-MyD88 inh 5.

Next section:
Screening CNS(=O)(=O)c1ccc(NC(=O)C(CCSC)NC(N)=O)cc1 (stereo not given) returned ABCB6 inh MLPCN 93, MC4R ag barr 0.4, Granule exo inh 0, NOD2-RIPK2 inh 2, aDG glyco act -0.2, N-glyco inh 3, MC4R antag cAMP 0, Vif imaging -9, ABHD5-PLIN5 inh -3 and TLR9-MyD88 inh 2.
`COCCN1C(=O)CCC1(C)C(=O)Nc1c(C)cccc1C` (stereo not given) gave ABCB6 inh MLPCN 99, Granule exo inh -5, NOD2-RIPK2 inh -9, aDG glyco act -0.3, N-glyco inh 0 and ABHD5-PLIN5 inh 3.
For CC(Sc1nc2ccccc2c(=O)n1CCc1ccc(S(N)(=O)=O)cc1)C(=O)NC(N)=O (stereo not given) the results were ABCB6 inh MLPCN 95, MC4R ag barr 1.8, Granule exo inh -6, NOD2-RIPK2 inh -3, aDG glyco act -0.1, N-glyco inh 5, MC4R antag cAMP 25, Vif imaging 0, ABHD5-PLIN5 inh 4 and TLR9-MyD88 inh -4.
`COc1ccc2c(c1)CCc1cc(C(=O)N3CCN(c4ccc(N5CCOCC5)nn4)CC3)sc1-2` gave ABCB6 inh MLPCN 87, MC4R ag barr -1.0, Granule exo inh 44, NOD2-RIPK2 inh -10, aDG glyco act 1.1, N-glyco inh -5, MC4R antag cAMP -3, Vif imaging -13, ABHD5-PLIN5 inh -26 and TLR9-MyD88 inh 1.
For O=C(NCCCSc1ccccc1)c1cc(Br)ccc1O the results were ABCB6 inh MLPCN 93, MC4R ag barr -1.3, Granule exo inh 3, NOD2-RIPK2 inh 3, aDG glyco act 0.0, MC4R antag cAMP 1, ABHD5-PLIN5 inh -7 and TLR9-MyD88 inh 4.
Screening CCCCCc1ccc(-c2ccc(/C=C/C(N)=O)cc2)nc1 returned ABCB6 inh MLPCN 99, MC4R ag barr -0.3, Granule exo inh 1, NOD2-RIPK2 inh -12, aDG glyco act 0.1, N-glyco inh -6, MC4R antag cAMP -2, Vif imaging 1, ABHD5-PLIN5 inh 0 and TLR9-MyD88 inh -7.
O=C1c2cccc3cccc(c23)C(=O)N1c1ccc2ncccc2c1 was read as ABCB6 inh MLPCN 97, MC4R ag barr 4.4, Granule exo inh 5, NOD2-RIPK2 inh 6, aDG glyco act 0.3, N-glyco inh 3, MC4R antag cAMP 1, Vif imaging 1, ABHD5-PLIN5 inh 3 and TLR9-MyD88 inh 3.
Screening CC(C)c1ccc(NC(=O)[C@H](Cc2c[nH]c3ccccc23)NC(=O)[C@@H]2Cc3ccccc3CN2)cc1 returned ABCB6 inh MLPCN 95, MC4R ag barr 0.1, Granule exo inh 5, NOD2-RIPK2 inh 4, aDG glyco act 3.5, N-glyco inh -11, MC4R antag cAMP 1, Vif imaging -17, ABHD5-PLIN5 inh 1 and TLR9-MyD88 inh -2.
For Cc1ccc(CNC(=O)Cn2cnc3c(OCc4ccccc4)ncnc32)o1 the results were ABCB6 inh MLPCN 102, MC4R ag barr -0.7, Granule exo inh 0, NOD2-RIPK2 inh -7, aDG glyco act 0.1, N-glyco inh 2, MC4R antag cAMP 3, Vif imaging -3, ABHD5-PLIN5 inh -1 and TLR9-MyD88 inh -8.
For CCC(C)NC(=O)c1ccc(CSCc2ccccc2Cl)o1 (stereo not given) the results were ABCB6 inh MLPCN 106, MC4R ag barr 1.1, Granule exo inh -2, NOD2-RIPK2 inh -6, aDG glyco act 0.0, N-glyco inh -3, MC4R antag cAMP -5, ABHD5-PLIN5 inh -1 and TLR9-MyD88 inh -5.
